EBV gp42 block = inhibitors of Epstein-Barr virus glycoprotein 42; Fluorescence polarization binding assay, mP read-out; inhibition, % (tested at 21.74 µM); hit rate 0.42% among 220,000; AID 1085; Q1HVG2; in the data active means inhibition above about 50%
Target sequence (Q1HVG2 whole entry, looked up): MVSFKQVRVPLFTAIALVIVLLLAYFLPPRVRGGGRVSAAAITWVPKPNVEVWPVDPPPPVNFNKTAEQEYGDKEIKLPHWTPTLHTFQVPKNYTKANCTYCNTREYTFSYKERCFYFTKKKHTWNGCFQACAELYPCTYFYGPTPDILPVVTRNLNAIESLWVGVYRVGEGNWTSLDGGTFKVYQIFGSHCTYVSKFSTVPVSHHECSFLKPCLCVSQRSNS
Thrombin inh = blocks human thrombin protease activity. P00734. alpha-thrombin, Boc-VPR-AMC fluorogenic substrate cleavage. inhibition, % at 5 µM. hit rate 0.26% among 220,000;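 active means inhibition at or above 40%; inactive means inhibition below 40%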;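 further: 0% = enzyme with no compound and 100% = wells without enzyme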
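Material: human alpha-thrombin protein; Also added: Boc-VPR-AMC substrate, 15 µM final; Timing: enzyme reaction carried out at room temperature; Signal: fluorescence, ex 355 nm, em 460 nm; Measure: % inhibition of thrombin; Controls: enzyme without compound as high, wells lacking enzyme as low.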
TRPML3 ag = human mucolipin-3 channel agonism | HEK293 TRPML3-YFP, Fluo-8 calcium fluorescence; 100% = the carbachol control signal | activation, % at 3 µM | Q8TDD5 | hit rate 0.29% among 220,000;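 active means activation above its plate's cutoff, the mean activation of the plate's test wells plus 3 SD, cut at about 12% in these data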;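 further: 0% = DMSO only wells and 100% = carbachol wells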
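Test system: HEK293 cells stably carrying human TRPML3-YFP; Doses: single dose, 3 µM final nominal compound, 0.3% DMSO final; Schedule: dye loading 1 h 37 °C then 30 min ambient, 125 s read; Technique: Fluo-8 calcium fluorescence; Benchmarks: high control carbachol 87 µM, low control DMSO.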
TbHK1 inh = T. brucei hexokinase 1 inhibition. inhibition, % at 10 µM. hit rate 0.11% among 220,000. AID 1430. recombinant TbHK1, G6PDH-coupled NADH A340;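 active means inhibition of 50% or more in the single-dose primary screen; inactive means inhibition below 50%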
Furin inhibitor = blocks human furin protease activity. P09958. inhibition, % at 30 µM. purified furin, fluorogenic substrate cleavage. hit rate 0.061% among 220,000; in the data active means inhibition above about 25%; further: inactives centre near -15
Target sequence (P09958 108-714 limits assumed): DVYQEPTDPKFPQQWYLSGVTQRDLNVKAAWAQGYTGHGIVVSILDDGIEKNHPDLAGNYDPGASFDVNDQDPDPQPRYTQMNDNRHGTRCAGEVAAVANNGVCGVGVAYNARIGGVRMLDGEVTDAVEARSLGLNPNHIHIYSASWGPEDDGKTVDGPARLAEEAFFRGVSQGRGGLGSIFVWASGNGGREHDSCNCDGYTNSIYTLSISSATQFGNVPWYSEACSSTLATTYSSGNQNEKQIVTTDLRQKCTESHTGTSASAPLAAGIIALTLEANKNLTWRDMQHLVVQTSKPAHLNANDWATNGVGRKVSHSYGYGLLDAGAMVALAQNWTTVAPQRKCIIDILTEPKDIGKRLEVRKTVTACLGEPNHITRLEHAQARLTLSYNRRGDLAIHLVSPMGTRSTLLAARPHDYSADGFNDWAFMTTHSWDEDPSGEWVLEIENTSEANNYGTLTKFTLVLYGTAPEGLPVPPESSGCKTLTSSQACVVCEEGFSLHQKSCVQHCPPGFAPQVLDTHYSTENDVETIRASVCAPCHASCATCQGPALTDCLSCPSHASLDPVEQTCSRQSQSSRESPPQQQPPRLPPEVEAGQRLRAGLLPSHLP
Cl transport mod = modulators of human KCC2 chloride dependent transport; AID 1456; KCC2 cells, thallium flux FluoZin-2 fluorescence; B-score of Tl+ flux slope (higher = more flux/activation; lower = inhibition) at 10 µM; Q9H2X9; hit rate 2.2% among 190,000;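 active means thallium flux slope and its plate-corrected score both differing from the plate sample mean at a set confidence after two filtering rounds, in either direction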;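 further: slope of fluorescence scaled to starting intensity during 10 to 20 s after thallium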
PPC-1+TRAIL kill = compounds killing PPC-1 cancer cells with TRAIL present (potentiator screen, no TRAIL-free arm) | PPC-1 cells + TRAIL, ATPLite viability luminescence | cell killing (% activity), % at 4 µM | hit rate 0.41% among 220,000 | AID 1443;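 active means cell killing above 50% in the first pass at 4 µM, then a duplicate retest at 5 µM averaging 50% or more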;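 further: plate controls were cells with TRAIL plus DMSO for no effect and medium-only wells lacking cells for full effect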
Calpain2 inh = calpain II (pig) inhibition; purified calpain II, fluorogenic peptide substrate, 30 min; inhibition, % at 16 µM; hit rate 0.37% among 220,000;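 active means inhibition above about 50%, limit read from the data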
zfTRPN1 agonist = agonists of zebrafish TRPN1 channel | HEK293 zebrafish TRPN1-YFP, Fluo-8 calcium fluorescence; 100% = response to 87 µM carbachol | activation, % at 3 µM | hit rate 0.18% among 220,000 | AID 1424;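 active means activation above its plate's cutoff, the mean activation of test wells on that plate plus 3 SD, cut at about 19% in these data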;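 further: 0% = DMSO alone and 100% = 87 µM carbachol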
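Material – zebrafish TRPN1-YFP in HEK293 cells · Doses – 3 µM single point · Schedule – dye 1 h 37 °C plus 30 min RT · Signal – Fluo-8 calcium fluorescence, excitation 470-495 nm, emission 515-575 nm · Read-out – % activation versus carbachol response · Control set – carbachol high, DMSO low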
Active calls of the source: *; i = inactive; x = no result given; [ ] = remark or other dose.

SMILES | EBV gp42 block | Thrombin inh | TRPML3 ag | TbHK1 inh | Furin inhibitor | Cl transport mod | PPC-1+TRAIL kill | Calpain2 inh | zfTRPN1 agonist
O=C(CSc1n[nH]c(-c2cccs2)n1)NCc1ccc2c(c1)OCO2 | -6 | 10 | 1.0 | 5 | 1[20 µM] | 0.62 | -3 | 5 | 0.7
Cn1nc(C(=O)N2CCN(S(=O)(=O)c3ccccc3)CC2)c2ccccc2c1=O | -41 | 4 | 0.8 | 0 | -21 | -1.6 | -2 | 14 | 1.9
CCC(=O)N1CCc2cc(S(=O)(=O)N3CCN(c4ccccn4)CC3)ccc21 | 9 | 12 | 1.1 | -5 | -18[20 µM] | -0.67 | -1 | 2 | 0.1
COC(=O)C1=C(C)NC(C)=C(C(=O)OC)C1C(=O)OC1CCCCC1=O (stereo not drawn) | -21 | -5 | -0.9 | -11 | -13[20 µM] | -0.45 | 7 | -126 | -0.2
COc1cc(C)ccc1N(CCCN1C(=O)c2cccc3cccc(c23)C1=O)C(=O)c1cccs1 | -3 | -11 | 0.6 | -11 | -13 | -0.42 | 21 | -137 | -0.5
Cc1ccc(S(=O)(=O)N[C@H](C(=O)Oc2ccc3c(C(F)(F)F)cc(=O)oc3c2)c2ccccc2)cc1 | 12 | 1 | 1.2 | -9 | -16[20 µM] | x | 3 | i | 2.6
Cc1cc(=O)[nH]c(N/N=C/c2c(C)nn(-c3ccccc3)c2Cl)n1 | -5 | -2 | 1.6 | -28 | -16 | -0.85 | 20 | 12 | 5.1
NC(=O)C1(N2CCCCC2)CCN(C(=O)c2ccc(C#Cc3ccccc3)o2)CC1 | 2 | -7 | -0.8 | -14 | -13 | x | -19 | -9 | 0.3
CCOC(=O)c1c(-c2ccccc2Cl)csc1NC(=O)c1cc(S(=O)(=O)N2CCOCC2)ccc1C | -26 | -14 | 1.1 | 15 | -13 | 0.8 | 4 | -73 | -1.0
COC(=O)C(NC(=O)c1ccco1)(Nc1ccc(Br)cn1)C(F)(F)F (stereo not drawn) | -3 | -4 | -1.0 | -7 | -11 | x | -10 | 15 | -0.3
O=S(=O)(Nc1cc2nc3ccccc3nc2n1Cc1ccccc1)c1ccc(Cl)cc1 | 121* | -6 | 0.8 | -5 | 1 | i | 16 | -425 | 2.8
Cc1ccc(OCc2nnc(NC(=O)c3ccco3)s2)cc1 | 2 | 0 | 0.8 | 6 | -7[20 µM] | -0.59 | -4 | -35 | 0.3
CC(C(=O)O)N1CCCCC1 (stereo not drawn) | -10 | 1 | 0.5 | 10 | -20 | -0.11 | 22 | -6 | 2.1
CCOC(=O)N1CCN(C(=O)C2CCN(Cc3cccc(OCc4ccccc4)c3)CC2)CC1 | 4 | 0 | 1.9 | -6 | -23 | -0.32 | 22 | 4 | 2.4
COc1ccccc1NC(=O)CN1CCN(c2ccccc2)CC1 | -1 | -4 | -0.2 | -4 | -26 | -0.081 | 6 | -14 | -0.6
CC1(C)CC(NC(=S)NCc2ccc3c(c2)OCO3)CC(C)(C)N1 | 6 | 0 | 0.8 | 5 | -24 | 0.53 | 20 | 8 | -1.0
CCCn1c(SCC(=O)Nc2cc(Cl)ccc2Cl)n[nH]c1=O | -13 | 1 | 0.5 | -5 | -26 | 0.5 | -14 | -22 | 1.6
O=S(=O)(Nc1nc2ccccc2nc1NCC1CCCO1)c1ccc(F)cc1 (stereo not drawn) | 11 | 2 | -0.4 | -49 | -12 | -0.63 | 13 | 11 | 0.1
CC(C)Cn1c(N)c(C(=O)COC(=O)c2ccc3ccccc3n2)c(=O)n(C)c1=O | -37 | 6 | 0.8 | 1 | -29 | -0.056 | x | -96 | 3.0
CCOC(=O)c1[nH]c(C)c(CN(Cc2ccco2)C(=O)C(F)(F)F)c1C | -5 | -1 | -0.9 | 6 | -2 | x | 3 | 20 | -0.5
Clc1ccc(-c2n[nH]c3c2CCC3)c(Cl)c1 | 5 | -18 | 0.3 | 4 | -17[20 µM] | -0.69 | -9 | 2 | -2.0
Cc1nn(C)c(C)c1N1C(=O)c2cccc3c(N)ccc(c23)C1=O | 169* | -1 | 93* | -4 | -4 | x | 17 | -12 | 131*
O=[N+]([O-])c1ccccc1OCCCn1cnc2ccccc21 | -15 | 0 | 0.1 | -4 | -22 | -0.27 | 24 | 2 | 1.8
Cc1cc(=O)n2c(nc3ccccc32)[nH]1 | -10 | 2 | 1.5 | -8 | -12[20 µM] | -0.51 | 17 | -140 | -1.2
COc1ccccc1-c1nc(-c2cccc(C)c2)no1 | -20 | 2 | 0.1 | -3 | -28[20 µM] | -0.7 | 36 | 9 | -1.2
Cc1ccc(C(=O)c2ccccc2C(=O)OCC(=O)NCCc2ccc(Cl)cc2Cl)cc1 | -2 | -3 | -0.4 | -1 | -4 | -0.42 | -6 | 44 | 1.1
Cc1c(C(=O)NCCN2CCOCC2)oc2ccccc12 | -12 | 2 | 0.7 | -1 | -26[20 µM] | x | 13 | -14 | -0.3
O=C(CCCn1cnc([N+](=O)[O-])n1)Nc1cc(Cl)ccc1O | -15 | -12 | 0.7 | -6 | -14 | 2.2 | 7 | -7 | 1.8
COc1cccc(N(C(=O)CCl)C(C(=O)NCCc2ccccc2)c2cccs2)c1 (stereo not drawn) | 0 | -6 | 0.0 | 4 | -13 | -1.2 | 35 | -11 | -0.6
Cc1ccc([N+](=O)[O-])cc1NC(=S)NC(=O)c1ccco1 | -4 | -6 | 1.1 | 0 | -19 | 15* | 1 | 6 | 1.0
Cc1ccc(S(=O)(=O)NC2=NCN(Cc3cccnc3)CN2)cc1 | -8 | 0 | 0.6 | -1 | -26 | x | -11 | -3 | 1.2
Cc1ccc(-n2ncc3c(NNC(=O)c4cccs4)ncnc32)cc1 | -23 | -2 | 1.2 | -8 | -22 | -0.16 | 16 | -6 | -1.4
COc1ccc(C2CC(c3cccs3)=NN2C(=O)CSc2nc3ccccc3s2)cc1 (stereo not drawn) | -9 | -3 | 0.4 | -4 | -27 | -0.6 | 28 | -8 | -0.4
Cc1cccnc1NC(=O)C(C)N1C(=O)c2ccccc2C1=O (stereo not drawn) | -19 | 7 | -0.8 | -9 | -4 | 0.19 | 15 | 6 | 2.2
Cc1ccnc(NS(=O)(=O)c2cccc3nsnc23)c1 | -26 | -21 | 0.5 | -11 | -25 | 0.56 | 8 | 0 | 0.5
CCOc1cc(CNc2ccc(O)cc2)ccc1OCc1ccc(Cl)cc1Cl | 11 | -5 | -0.8 | 1 | -18[20 µM] | x | -20 | 50 | -3.3
CCOc1ccccc1NC(=S)NC(=O)CCCOc1ccc(Cl)cc1Cl | 1 | -21 | 0.3 | 1 | -9[20 µM] | -0.53 | 12 | 15 | -0.7
Cc1nnc(C)n1/N=C/c1cccnc1 | -18 | -2 | 1.8 | -4 | -17[20 µM] | x | 15 | 2 | 1.1
COc1ccccc1NC(=O)Cc1nc(CCl)cs1 | -16 | -4 | 0.6 | -4 | -21 | 1.4 | -5 | -7 | 0.6
CCN(Cc1ccccc1)CC(O)COc1ccccc1 (stereo not drawn) | 7 | 0 | 1.1 | -7 | -19[20 µM] | x | 4 | -1 | -0.8

Later entries:
Results follow in this order: EBV gp42 block, Thrombin inh, TRPML3 ag, TbHK1 inh, Furin inhibitor, Cl transport mod, PPC-1+TRAIL kill, Calpain2 inh, zfTRPN1 agonist
> O=C(c1ccncc1)N1CCN(C2CCCCC2)CC1
→ 2, -6, 0.3, 1, -13, -0.27, 7, 0, 1.8
> O=C(Nc1cccc(C2OCCCO2)c1)c1cccs1
→ -7, 0, -0.5, -3, -27, 0.096, 19, 6, -0.7
> OC(COCCOc1ccc(Br)cc1)CN1CCN(Cc2ccccc2)CC1 (stereo not drawn)
→ -3, -7, 2.9, 1, -9, -0.84, -3, 16, 3.2
> COc1ccccc1NC(=O)CCN1CCN(C)CC1
→ -16, -9, 0.7, 8, -5, 0.01, 8, 26, 1.9
> O=C(CSc1nc2cc(Cl)ccc2s1)NC(=O)NCc1ccco1
→ -27, 6, -1.5, -9, -16, -0.15, 11, -148, 0.4
> Cn1c(CN2CCCC2)nc2cc(NC(=O)COc3ccc(Cl)cc3)ccc21
→ -3, 23, 1.1, 3, -15[20 µM], x, -10, -4, 3.2
> [O-][N+]12CCN(CC1)c1ccccc12
→ -14, -1, 0.3, 3, -21, -0.47, -8, -9, 0.0
> CC1CCc2c(sc3ncn4c(SCC(=O)NCc5ccco5)nnc4c23)C1 (stereo not drawn)
→ -18, -7, 0.1, -1, -10, x, 5, 26, 0.9
> CCOc1cc(N2CCOCC2)c(OCC)cc1NC(=O)CSc1n[nH]c(N)n1
→ -15, 17, 0.5, 9, -13, 1, 22, 15, 1.4
> Cn1nc(C(C)(C)C)c([N+](=O)[O-])c1C(=O)Nc1ccccc1
→ -13, -5, 1.0, -2, -10, -1, -6, -5, 3.2
> CC(=O)Nc1sc2c(c1C#N)CCCC2
→ -15, 1, 0.1, -4, -6[20 µM], -0.16, 5, -14, -0.3
> CCCOc1ccc(C(=O)N2CC3(CC(c4cccc(NC(=O)[C@@H]5CCC(=O)N5)c4)=NO3)C[C@H]2C(=O)NC2(C(N)=O)CC2)cc1 (stereo partly drawn)
→ -13, 3, 0.3, 0, -25[20 µM], -1, 13, 7, 0.5

Screening results from PubChem BioAssay.
